Neddyl block – blocks human cullin neddylation | actives 0.58% (n = 360,000) | calls only at 25 µM | TR-FRET cullin neddylation, biochemical | P61081+Q13564; in the data active = inhibition above about 36%
FAS-TE inh – FAS thioesterase (human) inhibition. P49327. recombinant FAS-TE, OMFH fluorogenic substrate, fluorescence endpoint. inhibition, % at 15 µM. actives 0.67% (n = 360,000);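 active = compounds whose normalised, plate-corrected inhibition of enzyme fluorescence in the single-dose primary screen is 50% or more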;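 note: 0% = DMSO with enzyme and 100% = substrate without enzyme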
CSN inh – blocks human CSN-mediated cullin deneddylation; Purified CSN, SCF-Nedd8-OG deneddylation, fluorescence polarization; inhibition, % at 12.5 µM; actives 0.38% (n = 360,000);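 active = pattern-corrected inhibition above about 35%, with an unprinted fluorescence ratio check between 0.5 and 1.5, limit read from the data, passing the limit was not always enough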;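 note: 0% = enzyme with substrate and 100% = substrate without enzyme; some results filed as inactive read as strong as hits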
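Material: purified human Csn5 enzyme expressed in HEK293T cells / Medium: Tris buffer pH 7.5, NaCl, DTT, Tween-20, trehalose, ovalbumin / Compound dosing: 12.5 µM single point / Schedule: 90 min incubation of compound, enzyme and substrate at room temperature / Signal: fluorescence polarization of the substrate / Control set: no-enzyme wells high, enzyme-with-substrate wells low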
E coli Lon inh – inhibits E. coli Lon protease. purified E. coli Lon protease, fluorescence polarization. actives 0.42% (n = 360,000). inhibition, % at 7.94 µM. P0A9M0; in the data active = inhibition above about 13%, passing the limit was not always enough;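 note: 0% = enzyme with probe and DMSO and 100% = no enzyme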
Rin1 Abl inh – human Rin1-Abl interaction inhibition; P00519+Q13671; TR-FRET Rin1/Abl binding, biochemical; inhibition, % at 7.35 µM; actives 0.4% (n = 360,000); in the data active = inhibition above about 5%, passing the limit was not always enough
Target sequence (P00519 whole entry, looked up): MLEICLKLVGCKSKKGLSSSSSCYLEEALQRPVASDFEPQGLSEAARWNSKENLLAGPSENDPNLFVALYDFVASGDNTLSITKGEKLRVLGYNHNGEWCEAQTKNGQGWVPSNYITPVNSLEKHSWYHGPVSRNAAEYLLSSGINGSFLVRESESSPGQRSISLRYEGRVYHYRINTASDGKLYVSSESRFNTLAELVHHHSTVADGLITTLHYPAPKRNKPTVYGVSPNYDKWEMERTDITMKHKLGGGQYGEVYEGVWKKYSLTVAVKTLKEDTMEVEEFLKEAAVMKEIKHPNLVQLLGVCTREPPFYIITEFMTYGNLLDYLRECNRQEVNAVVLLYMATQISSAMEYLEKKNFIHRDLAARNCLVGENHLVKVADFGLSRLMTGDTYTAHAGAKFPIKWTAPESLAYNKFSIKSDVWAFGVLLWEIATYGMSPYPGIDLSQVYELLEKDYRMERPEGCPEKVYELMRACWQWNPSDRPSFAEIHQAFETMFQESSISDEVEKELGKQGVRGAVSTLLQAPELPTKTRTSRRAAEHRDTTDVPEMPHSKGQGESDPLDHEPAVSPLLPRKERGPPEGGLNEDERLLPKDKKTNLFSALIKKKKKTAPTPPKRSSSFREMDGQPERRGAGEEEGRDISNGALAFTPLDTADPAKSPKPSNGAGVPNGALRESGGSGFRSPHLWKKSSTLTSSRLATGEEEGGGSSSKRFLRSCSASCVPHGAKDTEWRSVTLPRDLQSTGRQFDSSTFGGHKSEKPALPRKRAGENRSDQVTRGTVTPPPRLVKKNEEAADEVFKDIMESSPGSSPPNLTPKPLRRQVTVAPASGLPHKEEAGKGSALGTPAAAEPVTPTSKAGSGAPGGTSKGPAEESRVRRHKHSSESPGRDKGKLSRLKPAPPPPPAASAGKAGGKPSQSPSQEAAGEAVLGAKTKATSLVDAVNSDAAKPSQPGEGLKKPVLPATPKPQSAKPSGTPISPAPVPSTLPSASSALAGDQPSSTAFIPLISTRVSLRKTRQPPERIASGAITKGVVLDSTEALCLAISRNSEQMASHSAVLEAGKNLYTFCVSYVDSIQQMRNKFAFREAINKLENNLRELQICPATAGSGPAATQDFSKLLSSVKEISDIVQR
Target sequence (Q13671 whole entry, looked up): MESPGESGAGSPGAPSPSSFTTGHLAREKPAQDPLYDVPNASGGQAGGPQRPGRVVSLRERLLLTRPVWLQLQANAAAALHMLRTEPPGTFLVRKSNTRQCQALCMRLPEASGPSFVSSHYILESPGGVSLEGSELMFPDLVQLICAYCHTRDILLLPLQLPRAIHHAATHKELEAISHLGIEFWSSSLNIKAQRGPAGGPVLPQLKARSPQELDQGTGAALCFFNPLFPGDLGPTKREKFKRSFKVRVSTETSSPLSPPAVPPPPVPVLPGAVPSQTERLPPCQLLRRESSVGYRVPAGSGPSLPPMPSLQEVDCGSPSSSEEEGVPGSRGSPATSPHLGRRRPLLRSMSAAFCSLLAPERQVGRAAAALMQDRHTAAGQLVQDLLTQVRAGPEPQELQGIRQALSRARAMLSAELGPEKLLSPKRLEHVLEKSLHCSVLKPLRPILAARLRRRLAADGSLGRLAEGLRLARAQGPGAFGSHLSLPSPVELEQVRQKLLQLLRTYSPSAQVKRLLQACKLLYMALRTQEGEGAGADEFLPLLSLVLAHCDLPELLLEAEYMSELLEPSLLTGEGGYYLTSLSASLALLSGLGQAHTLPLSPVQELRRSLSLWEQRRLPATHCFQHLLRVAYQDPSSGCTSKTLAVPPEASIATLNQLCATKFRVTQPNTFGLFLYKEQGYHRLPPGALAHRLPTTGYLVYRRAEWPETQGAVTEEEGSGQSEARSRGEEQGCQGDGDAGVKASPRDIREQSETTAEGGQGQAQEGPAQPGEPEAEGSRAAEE
Tb MetRS inh – Trypanosoma brucei MetRS inhibition; purified T. brucei MetRS, ATP depletion, Kinase-Glo luminescence; inhibition, % at 11.9 µM; actives 0.4% (n = 360,000); AID 624268;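 active = inhibition above a per-plate cutoff of the control wells' mean inhibition plus 3 SD, cut at about 5.5% in these data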;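 note: 0% = DMSO wells median and 100% = median of wells with control inhibitor compound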
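Material: parasite MetRS enzyme / Replication: singlicate, one well per compound / Signal: luminescence of leftover ATP / Schedule: 2 h aminoacylation at 25 °C after 15 min preincubation / Medium: HEPES-MgCl2-KCl buffer plus DTT, spermine, BSA, pyrophosphatase / Doses: 11.9 µM single point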
MLLE-PAM2 inh – blocks PAM2 peptide binding to the PABP1 MLLE domain; AID 588489; actives 0.36% (n = 360,000); GST-MLLE / FITC-PAM2 fluorescence polarization; inhibition, % at 20 µM; P11940; in the data active = inhibition above about 35%, passing the limit was not always enough;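 note: plate controls were DMSO wells with GST-MLLE for no effect and wells lacking GST-MLLE protein for full effect; some results filed as inactive read as strong as hits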
bovine MsrA act – bovine methionine sulfoxide reductase A activation; purified bovine MsrA, absorbance read-out; activation, % at 10.6 µM; actives 0.3% (n = 360,000); AID 602163; in the data active = activation above about 7.5%;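 note: 0% = vehicle and 100% = reference activator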
MsrA inhibitor – inhibitors of bovine MsrA; purified bovine MsrA, absorbance read-out; inhibition, % at 15.5 µM; actives 0.75% (n = 360,000); AID 651718; in the data active = inhibition above about 4.5%;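 note: 0% = vehicle wells with enzyme and 100% = reference inhibitor wells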
* hit, by the source's call; i = inactive; · = no result given. Random draw from the library, and some 4% of all compounds hit somewhere here.

SMILES	Neddyl block	FAS-TE inh	CSN inh	E coli Lon inh	Rin1 Abl inh	Tb MetRS inh	MLLE-PAM2 inh	bovine MsrA act	MsrA inhibitor
Clc1ccc(C2Nc3cccc4cccc(c34)N2)cc1Cl	i	33	-1	-8	-1	-0.3	6	-3	0.2
COCC(=O)Nc1cc(=O)n(C)c(=O)n1C	i	-10	2	-4	-1	-0.6	12	-7	0.7
Cc1cc2cc(CNC(=O)C(C)Oc3ccccc3)ccc2n1C (stereo not drawn)	i	-6	-2	17	-4	0.2	26	-3	-1.5
CC1CCCN(c2ccc(/C=C(\C#N)c3nn(-c4ccccc4)c(N)c3C#N)cc2[N+](=O)[O-])C1 (stereo not drawn)	i	29	1	-2	0	-0.6	-9	-3	0.3
CCOc1ccc(NC(=O)CCc2nnc3ccc(N4CCC5(CC4)OCCO5)nn23)cc1	i	-4	2	-8	-1	-0.5	5	-6	-0.5
O=C(CN(C(=O)CCC(=O)Nc1nccs1)c1ccc2c(c1)OCO2)NCC1CCCO1 (stereo not drawn)	i	-5	-3	-10	3	-1.1	19	-5	-1.3
CCCCOCCCNC(=O)CCCOc1ccccc1	i	-8	-2	-2	2	-0.8	10	-4	0.8
CS/C(=C\C(=O)c1ccco1)Nc1ccccc1Cl	i	11	-4	10	3	0.4	-14	-1	0.2
Cc1ccc(OCC(=O)OCC(=O)Nc2sccc2C(N)=O)cc1C	i	-7	-19	-13	-3	-0.9	6	-4	1.1
COCCCNC(=O)C(F)(F)C(F)(F)C(=O)NCCCOC	i	-6	-3	-2	0	-0.3	-10	4	0.0
COC(=O)C1=C(C)N(Cc2ccccc2)C(=NCc2cccc(Cl)c2)N[C@H]1c1cccc(F)c1	i	28	-3	-11	4	-0.1	-11	0	·
Cc1ccc(-c2nnn(CC(=O)NC3CCCc4ccccc43)n2)cc1 (stereo not drawn)	i	-3	-1	-2	3	-0.9	4	-10	0.3
Cc1cc(NC(=O)CSc2nc(=O)cc(N)n2-c2ccc(F)cc2)no1	i	-6	3	7	1	-0.2	-2	-3	-0.4
COC(=O)C1=C(C)NC(C)=C(C(=O)OC)C1c1cc2ccc(C)cc2[nH]c1=O	·	-6	2	5	0	0.1	11	-1	1.3
O=c1oc(-c2ccccc2NS(=O)(=O)c2ccccc2)nc2ccccc12	i	-27	-4	-5	0	-0.6	2	-3	0.9
CC/C(=N\NC(=S)NC(C)C)c1ccc(OC(F)F)cc1	i	22	3	0	-1	-0.5	21	-5	0.3
CC(=O)N1CCN(S(=O)(=O)c2cccc(C(=O)Nc3ccccc3N3CCCCC3)c2)CC1	i	12	-1	-1	-3	-0.4	-8	-8	1.4
Cc1cc(C(=O)Nc2nc3c(s2)CCCC3)cs1	i	-1	-3	1	5	-1.0	14	-15	2.3
CCOc1ccc(N=C2NC(=O)/C(=C/C(=O)OC)S2)cc1	i	-11	-1	-5	2	-0.4	3	-7	0.6
CCn1c(=O)c2c(nc3n2CCCN3CCc2ccccc2)n(C)c1=O	i	5	6	5	2	-0.5	-9	-4	0.3
N#Cc1ccc(NC(=O)Cn2cnc([N+](=O)[O-])c2)cc1	i	-5	2	-10	2	-1.0	-4	-1	-0.1
CC(C)CCNC(=O)C(c1cccnc1)N(Cc1ccccc1)C(=O)Cn1nnc2ccccc21 (stereo not drawn)	i	-10	-6	-2	-1	-2.7	-6	-12	-0.8
Cc1cc(C)cc(Oc2c(C(F)(F)F)oc3cc(OCC(=O)O)ccc3c2=O)c1	i	-5	6	6	2	-1.8	-9	-12	0.7
CCOc1ccc(CC(=O)Nc2sc(Cc3ccccc3)cc2C(N)=O)cc1OCC	i	8	-6	3	-13	-0.8	31	-13	-0.3
COc1ccc(C(=O)Nc2c(F)c(F)c(F)c(F)c2F)c(OC)c1	i	3	15	-6	-1	-0.2	0	1	-0.6
SMILES	Neddyl block	FAS-TE inh	CSN inh	E coli Lon inh	Rin1 Abl inh	Tb MetRS inh	MLLE-PAM2 inh	bovine MsrA act	MsrA inhibitor
CC(=O)c1ccc(OCCCC(=O)Nc2cccc(S(=O)(=O)N3CCCCCC3)c2)cc1	i	26	-4	4	3	0.0	3	-2	-0.2
Cc1cc(C)c([N+](=O)[O-])cc1-c1ccc(/C=N/NC(=O)c2nonc2N)o1	i	28	7	5	-1	0.1	-2	0	0.6
COc1ccc(Cn2c(C)nc3oc4cc(OC)ccc4c(=O)c3c2=O)cc1	i	-10	3	-10	1	0.6	-34	-2	0.0
N#C/C(C(=O)Oc1ccccc1)=C1\C=Cc2ccccc2N1	·	43	4	4	0	0.4	-6	-3	-1.2
COCCNc1oc(-c2ccc(Cl)cc2)nc1C#N	·	3	1	6	0	0.1	-2	-4	2.5
O=C(CNC(=O)c1ccc(Cl)cc1)OCc1nc2ccccc2s1	i	9	3	-6	0	4.9	-16	0	-0.7
CCC[C@H]1CN(c2ccccc2)C(=O)[C@@H]1CC(=O)Nc1ccc(Br)cc1	i	3	1	-3	-3	2.8	0	-3	-0.1
Cc1ccc2c(c1)nnn2C1CCN(CC(=O)N2CCN(c3ccc(F)cc3)CC2)CC1	i	-2	-4	-1	-2	-0.9	-5	3	0.7
O=C(c1cc(-c2ccc(O)cc2)on1)N1CCN(c2ccc(F)cc2)CC1	i	13	3	-11	0	-0.5	-9	0	0.0
CCCc1ccc(-c2csc(NC(=O)Cc3cccs3)n2)cc1	i	9	-3	5	1	-0.3	6	0	1.2
CSc1ncc(Cl)c(C(=O)Nc2ccc(C)c(C)c2)n1	i	13	-3	5	2	-0.1	8	-3	1.1
COc1ccc(Sc2nc(-c3ccccc3)ncc2OC)cc1	i	27	6	-2	0	-0.2	7	1	0.8
O=C(Nc1cccc(F)c1)C1CCCN(S(=O)(=O)c2cccc3cccnc23)C1 (stereo not drawn)	i	5	-1	2	-6	0.5	-3	-3	0.2
C[C@@H]1CN([C@H](C)CO)C(=O)c2cc(NC(=O)Nc3ccc(C(F)(F)F)cc3)ccc2O[C@H]1CN(C)Cc1ccc(Cl)c(Cl)c1	i	13	-4	-8	-2	-1.2	-3	-3	-0.1
O=C(Nc1ccc(F)c([N+](=O)[O-])c1)c1cccs1	i	45	-2	-1	-4	-0.4	5	-4	0.1
Cc1c(OCC(=O)NCc2cccnc2)ccc2c3c(c(=O)oc12)CCCC3	i	0	-1	-9	-2	0.1	-16	-2	1.8
Cc1ccc(-n2c(C)cc(C(=O)CN3CCCCC3)c2C)cc1	i	-4	1	1	-2	-0.1	2	-2	-1.0
COc1ccccc1CNC(=O)c1cnc2sccn2c1=O	i	9	-5	4	-1	-0.1	-1	-1	2.9
O=C(CSc1ccc(Cl)cc1)Nn1cnnc1	i	-7	10	-8	2	0.2	26	1	0.3
COC(=O)c1c(NC(=O)c2ccnn2C)sc(C)c1C	·	-5	-9	6	-4	0.2	-1	-4	-1.9
COc1nnc(-c2ccc(C)c(S(=O)(=O)NC(C)C)c2)c2ccccc12	i	-3	-1	-13	1	-0.8	5	-4	1.2
O=C(Nc1ccccc1Cl)c1cccc(NC(=O)c2cccs2)c1	i	8	0	-2	-3	-0.4	-2	-5	-0.3
O=C(c1ccc2oc(CCc3ccccc3)nc2c1)N1CC[C@H](O)C1	i	-6	0	-14	-2	-0.8	5	-6	1.3
COc1cc(OC)cc(-c2nc3ccccc3c(=O)n2OC(=O)c2ccc(Br)cc2)c1	i	15	9	-6	-2	-0.4	-6	-10	-0.1
COc1ccc(CSc2nnc(NC(C)=O)s2)cc1[N+](=O)[O-]	i	-6	1	10	1	-0.9	-141	-4	0.7
SMILES	Neddyl block	FAS-TE inh	CSN inh	E coli Lon inh	Rin1 Abl inh	Tb MetRS inh	MLLE-PAM2 inh	bovine MsrA act	MsrA inhibitor
COc1ccccc1CN1CC(C(=O)NCCc2ccccc2Cl)CCC1=O (stereo not drawn)	i	0	0	4	0	0.3	2	-2	-0.4
Cc1cc(C)n2nc(SCn3nnc4ccccc4c3=O)nc2n1	i	-1	-1	1	-2	-0.1	8	0	-0.3
Cc1nn(S(=O)(=O)N2CCCCC2)c(C)c1Br	i	0	4	-11	5	-1.2	8	-9	-0.8
N#CC1=C(N)N=C(SCc2cccc3ccccc23)C(C(N)=O)C12CCCCC2 (stereo not drawn)	i	18	-1	2	0	-0.7	40*	2	-0.5
Nc1nc2c(nc(Br)n2[C@@H]2O[C@@H]3COP(=O)(O)O[C@H]3[C@H]2O)c(=O)[nH]1	i	-4	-1	7	-2	-0.9	-8	-6	-1.4
Cc1ccccc1NC(=O)NCCCN1CCN(C2CCCCC2)CC1	i	-11	-2	-8	1	-1.5	-8	-10	-0.6
COc1ccc(-n2nnnc2SC(C)C(=O)NC2CCCC2)cc1 (stereo not drawn)	i	-8	-4	-9	2	0.0	4	-3	-0.4
CC12CCC(C(=O)N(CSC(=S)N/N=C\c3ccccc3O)C1=O)C2(C)C (stereo not drawn)	i	15	9	3	3	-0.8	9	-1	2.5
O=C(OC1CCN(c2ncc(C(F)(F)F)cc2Cl)CC1)c1ccccc1	i	15	2	-8	-2	-0.1	9	-4	0.2
Cc1ccc(C)c(OCCC(=O)NCCc2ccc(F)cc2)c1	i	9	0	-2	2	-0.3	-1	-2	-0.2
CCOc1ccccc1NC(=O)COc1ccc2ccc(=O)oc2c1	i	-1	0	9	1	-0.5	-1	-11	-0.8
CC(C)(C)c1ccc(OCC(O)CS(=O)(=O)c2ccccn2)cc1 (stereo not drawn)	i	-1	-1	-15	-2	0.1	1	-3	-1.0
Cc1ccc(CN(c2ccc(C(=O)NCC3CCCO3)cc2)S(C)(=O)=O)cc1 (stereo not drawn)	i	-8	2	5	4	-0.7	8	-3	-0.6
O=C(OCC(=O)N1CCCC1)c1cc2c(cc1[N+](=O)[O-])OCCO2	i	-5	-3	8	-6	-0.5	1	-3	1.4
C/C(=N\Nc1nc2c(s1)CCCC2)c1ccc(Cl)cc1	i	11	-1	-10	6	-1.7	9	-6	0.6
CC(=O)c1ccc(-n2nncc2C(C)(C)C)cc1	i	-12	-1	-1	0	-0.2	0	-2	0.7
O=C(/C=C/c1ccco1)NCC1CCCO1 (stereo not drawn)	i	-7	-9	3	-4	-1.0	10	-1	0.4
CCOC(=O)Nc1sc(C)nc1-c1ccccc1	i	-9	-2	-7	1	0.0	7	-1	2.0
CCOC(=O)C/C(N)=N/NC(=O)c1ccc(Cl)cc1Cl	i	-5	2	4	-2	0.2	-1	0	-0.1
C#CCOCCOCCOCCNc1nc(N2CCN(C(=O)[C@H](CCC(=O)O)n3cc(C(N)CO)nn3)CC2)nc(N2CCN(C(=O)[C@H](Cc3cc4ccccc4[nH]3)n3cc(C(N)[C@H](C)CC)nn3)CC2)n1 (stereo partly drawn)	i	-9	4	-10	5	-0.3	-3	5	·
O=C(COC(=O)Cc1c(Cl)cccc1Cl)Nc1ccc2[nH]c(=O)[nH]c2c1	i	-6	-2	-2	2	-0.3	-15	-4	-0.8
C=CCc1cccc2cc(C(=O)Nc3ccc(NC(C)=O)cc3)c(=O)oc12	i	-4	-2	-3	0	-0.1	16	-2	1.6

Sorted by length of the SMILES (descending): part of the list above.
SMILES	Neddyl block	FAS-TE inh	CSN inh	E coli Lon inh	Rin1 Abl inh	Tb MetRS inh	MLLE-PAM2 inh	bovine MsrA act	MsrA inhibitor
N#CC1=C(N)N=C(SCc2cccc3ccccc23)C(C(N)=O)C12CCCCC2 (stereo not drawn)	i	18	-1	2	0	-0.7	40*	2	-0.5
O=C(OC1CCN(c2ncc(C(F)(F)F)cc2Cl)CC1)c1ccccc1	i	15	2	-8	-2	-0.1	9	-4	0.2
CC(C)(C)c1ccc(OCC(O)CS(=O)(=O)c2ccccn2)cc1 (stereo not drawn)	i	-1	-1	-15	-2	0.1	1	-3	-1.0

Screening results deposited in PubChem BioAssay by several laboratories.
